From PubChem
PLAP act – activators of human placental alkaline phosphatase | P05187 | purified PLAP enzyme, luminescent substrate read-out; hits give high values | activation fold at 20 µM | 96,000 compounds, 1.2% hits | AID 696; in the data active means activation fold above about 2
PTK2B oligo ant – blocks oligomerization of human Pyk2 in cells | Q14289 | z-score (the deposit names both 25 µM and 10 µM) | Q293 cells, Pyk2 FERM NanoBiT luminescence; hits give low values | AID 1347419 | 99,000 compounds, 0.83% hits;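 active means Z-score of -3 or lower, scaled per plate to the spread of control and sample wells; inactive means z-score above -3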;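 further: negative z-score means lost luminescence so less FERM oligomerization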
MT1-MMP txn act – MT1-MMP promoter transcription activation; 86,000 compounds, 0.16% hits; AID 750; activation factor at 10 µM; HT1080 MT1-MMP promoter luciferase reporter, luminescence, overnight; hits give high values;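 active means activation factor of at least 2 for MT1-MMP transcription at 10 µM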
Mac1 fbg inh – CD11b/CD18-fibrinogen binding inhibition | inhibition, % at 10 µM | 93,000 compounds, 0.54% hits | P05107+P11215 | K562 CD11b/CD18 adhesion to fibrinogen, ATPlite luminescence; Mn2+ added to activate the integrin;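 active means primary inhibition of 50% or more at 10 µM, then 40% or more on retest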; further: some results filed as inactive read as strong as hits
CYP2C9 inhib – inhibitors of human CYP2C9. P11712. CYP2C9 Supersomes, luciferin-H conversion, luminescence. inhibition, % at 5 µM. 96,000 compounds, 20% hits;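 active means blocking of liver enzyme CYP2C9 beyond about 50% at 5 µM, limit read from the data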; further: values of inactives mirror those of a sister screen read the other way
CYP2C19 inhib – inhibitors of human CYP2C19; AID 778; 96,000 compounds, 21% hits; inhibition, % at 5 µM; CYP2C19 Supersomes, luciferin-H EGE luminescence, 30 min;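 active means CYP2C19 inhibition above a set limit at 5 µM in the primary screen, cut at about 50% in these data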;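 further: plate controls were negative control wells for no effect and 2.5 mM tranylcypromine positive control for full effect; values of inactives mirror those of a sister screen read the other way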
Target sequence (P33261 whole entry, looked up): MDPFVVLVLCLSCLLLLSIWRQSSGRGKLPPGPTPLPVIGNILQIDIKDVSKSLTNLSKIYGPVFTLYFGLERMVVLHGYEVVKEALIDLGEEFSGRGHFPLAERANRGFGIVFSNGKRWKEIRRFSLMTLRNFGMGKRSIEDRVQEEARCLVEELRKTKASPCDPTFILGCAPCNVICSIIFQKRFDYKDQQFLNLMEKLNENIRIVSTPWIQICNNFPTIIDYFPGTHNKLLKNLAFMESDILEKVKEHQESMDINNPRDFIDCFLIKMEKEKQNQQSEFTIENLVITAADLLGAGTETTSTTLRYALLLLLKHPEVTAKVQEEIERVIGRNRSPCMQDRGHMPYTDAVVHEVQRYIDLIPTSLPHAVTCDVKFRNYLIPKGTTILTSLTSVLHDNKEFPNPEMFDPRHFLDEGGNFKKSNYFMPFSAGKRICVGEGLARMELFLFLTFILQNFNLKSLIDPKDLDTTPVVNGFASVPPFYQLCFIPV
CYP2C19 activ – cytochrome P450 2C19 (human) activation; recombinant CYP2C19, luciferin-H EGE luminescence; hits give high values; 0 = fully inhibited enzyme, 1 = untreated enzyme; activation factor at 5 µM; 96,000 tested, under 10 active; AID 1025;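 active means activation factor of at least 2 at 5 µM in the primary screen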;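 further: 0 = wells with 2.5 mM tranylcypromine and 1 = vehicle-only wells; values of inactives mirror those of a sister screen read the other way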
CYP2C9 act – activators of human CYP2C9; 96,000 compounds, 1.4% hits; recombinant CYP2C9, luciferin-H conversion, luminescence; hits give high values; factor 1 = untreated enzyme, 0 = blocked; AID 1024; activation factor at 5 µM; P11712;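 active means activation factor of 2 or more for CYP2C9 at a 5 µM dose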;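 further: 0 = sulfaphenazole-blocked wells and 1 = vehicle-only wells; values of inactives mirror those of a sister screen read the other way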
CD11b adhes enh – enhancers of human CD11b/CD18 binding to fibrinogen; P05107+P11215; K562 CD11b/CD18 adhesion to fibrinogen, ATPlite luminescence; activation, % at 10 µM; 93,000 compounds, 0.07% hits;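 active means 10 µM primary screen giving 50% or more activity, confirmed by 40% or more on retest at that dose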; further: strong numbers were not always called active; reference of the scale not given here
* marks the source's active call; other numbers are inactive results; x = not tested or not shown. An unsorted share of the library. About 31% of those tested had a hit in this group.

SMILES | PLAP act | PTK2B oligo ant | MT1-MMP txn act | Mac1 fbg inh | CYP2C9 inhib | CYP2C19 inhib | CYP2C19 activ | CYP2C9 act | CD11b adhes enh
O=C1C(Cc2ccccc2)NC(=S)N1c1ccccc1 (centres undefined) | 0.9 | 0.76 | x | -3 | 20 | 48 | 0.5 | 0.8 | -4
CCOC(=O)Nc1nc2ccccc2s1 | 0.9 | 0.11 | 1.6 | 5 | 29 | -10 | 1.1 | 0.7 | -2
Cc1cc2c(c(Sc3ccccc3)n1)C(=O)OC2 | 0.9 | -0.32 | 1.1 | 9 | 27 | 50* | 0.5 | 0.7 | 1
Cc1c(NC(=O)CSc2nc3ccccc3[nH]2)c(=O)n(-c2ccccc2)n1C | 2.2* | 1.2 | 1.1 | 4 | 6 | 7 | 0.9 | 0.9 | -5
N#CC1=C(Nc2ccccc2)SC=C(c2ccc(F)cc2)N=C1N1CCOCC1 | 0.6 | x | 1 | -8 | 11 | -2 | 1 | 0.9 | -1
CCOC(=O)Cn1c(=O)c2c(nc3n2CCN3Cc2ccccc2)n(C)c1=O | 1.2 | -0.58 | 1.2 | 2 | 1 | -7 | 1.1 | 1 | 3
O=C(CCS(=O)(=O)c1cccc2nsnc12)NC1CCCCC1 | 0.9 | -0.98 | x | x | -18 | 25 | 0.8 | 1.2 | x
CCc1nnc(NC(=O)CSc2nnc(Cc3ccccc3)o2)s1 | 0.9 | 0.26 | 1 | 6 | 30 | 31 | 0.7 | 0.7 | 0
COc1ccc(NC(=O)c2ccco2)cc1NC(=O)c1cccnc1 | 0.7 | 0.78 | 1.2 | -33 | 8 | -2 | 1 | 0.9 | 10
Cn1c(=O)n(C)c2cc(NC(=O)c3cc4ccccc4o3)ccc21 | 1 | -0.18 | 1.4 | -20 | -16 | 9 | 0.9 | 1.2 | -1
COc1ccc(C(=O)CSc2nnc(CCc3ccccc3)n2-c2ccccc2)cc1 | 1 | -1.3 | x | -13 | 5 | 22 | 0.8 | 0.9 | -5
Fc1ccc(-c2cn3cc(C(F)(F)F)cc(Cl)c3n2)cc1 | 0.9 | -0.74 | x | x | 13 | 37 | 0.6 | 0.9 | x

Sorted by value in Mac1 fbg inh (smallest number first): 3 of the compounds above
Compound | Mac1 fbg inh
Cn1c(=O)n(C)c2cc(NC(=O)c3cc4ccccc4o3)ccc21 | -20
CCOC(=O)Nc1nc2ccccc2s1 | 5
Cc1cc2c(c(Sc3ccccc3)n1)C(=O)OC2 | 9

(next part)
SMILES | PLAP act | PTK2B oligo ant | MT1-MMP txn act | Mac1 fbg inh | CYP2C9 inhib | CYP2C19 inhib | CYP2C19 activ | CYP2C9 act | CD11b adhes enh
CCC1S/C(=N/N=C/c2cccs2)NC1=O (centres undefined) | 0.9 | 0.2 | x | -17 | 26 | 2 | 1 | 0.7 | -4
Cc1cc(C(=O)Nc2cccc(O)c2)c(C)o1 | 0.9 | -0.57 | 1.1 | 2 | -7 | 3 | 1 | 1.1 | -1
C(=N\n1cnnc1)/c1ccc(OCc2cccc3ccccc23)cc1 | 0.8 | -0.19 | 1.4 | -15 | 81* | 38 | 0.6 | 0.2 | 4
COc1ccc(-c2cn[nH]c2N)c(OC)c1 | 0.8 | -0.88 | 1.2 | -12 | -21 | -14 | 1.1 | 1.2 | -5
Cc1csc(SCCn2c(N3CCN(c4ccccc4)CC3)nc3c2c(=O)[nH]c(=O)n3C)n1 | 1.3 | -0.19 | 1.1 | 10 | 52* | 49 | 0.5 | 0.5 | 5
CN(CC(=O)Nc1ccc2c(c1)OCCO2)S(=O)(=O)c1cccc2cccnc12 | 1.2 | x | 1.2 | -6 | 94* | 78* | 0.2 | 0.1 | -3
COc1ccccc1NC(=O)c1cc2ccc(O)cc2o/c1=N\O | 0.9 | -2.3 | 1.3 | -10 | -7 | -5 | 1.1 | 1.1 | -3
c1ccc(-c2nnc3sc(-c4cc5ccccc5o4)nn23)cc1 | 1.1 | 0.65 | 1.2 | -31 | -8 | 16 | 0.8 | 1.1 | 3
COC(=O)c1cccc(N(C(=O)c2cnccn2)C(C(=O)NC2CCCCC2)c2cn(C)nc2C)c1 (centres undefined) | 1.3 | 1.8 | x | 21 | -8 | 3 | 1 | 1.1 | 2
CSc1nnnn1-c1cccc(O)c1 | 0.9 | -0.22 | 1.2 | -11 | -142 | 22 | 0.8 | 2.4* | 1
CC1(C)CC(=O)C2=C(C1)N(c1ccccc1C#N)C(N)=C(C#N)C2c1cccs1 (centres undefined) | 1.4 | 0.54 | x | -6 | 71* | 25 | 0.7 | 0.3 | -3
CSc1ccccc1NC(=O)c1onc(C)c1Cl | 0.7 | x | 1 | -4 | -47 | -2 | 1 | 1.5 | 5

Compound profiles, from the list above. Order of values: PLAP act, PTK2B oligo ant, MT1-MMP txn act, Mac1 fbg inh, CYP2C9 inhib, CYP2C19 inhib, CYP2C19 activ, CYP2C9 act, CD11b adhes enh
Record of Cc1csc(SCCn2c(N3CCN(c4ccccc4)CC3)nc3c2c(=O)[nH]c(=O)n3C)n1 : 1.3, -0.19, 1.1, 10, 52*, 49, 0.5, 0.5, 5
Record of CN(CC(=O)Nc1ccc2c(c1)OCCO2)S(=O)(=O)c1cccc2cccnc12 : 1.2, x, 1.2, -6, 94*, 78*, 0.2, 0.1, -3
Record of Cc1cc(C(=O)Nc2cccc(O)c2)c(C)o1 : 0.9, -0.57, 1.1, 2, -7, 3, 1, 1.1, -1
Record of c1ccc(-c2nnc3sc(-c4cc5ccccc5o4)nn23)cc1 : 1.1, 0.65, 1.2, -31, -8, 16, 0.8, 1.1, 3
Record of COC(=O)c1cccc(N(C(=O)c2cnccn2)C(C(=O)NC2CCCCC2)c2cn(C)nc2C)c1 (centres undefined) : 1.3, 1.8, x, 21, -8, 3, 1, 1.1, 2

Later entries
SMILES | PLAP act | PTK2B oligo ant | MT1-MMP txn act | Mac1 fbg inh | CYP2C9 inhib | CYP2C19 inhib | CYP2C19 activ | CYP2C9 act | CD11b adhes enh
CCSc1nnnn1-c1ccccc1 | 0.9 | -0.21 | 1 | 3 | 9 | 32 | 0.7 | 0.9 | -1
CCCc1nc2ccc(NC(=O)NCCC(=O)OCC)cc2c(=O)n1Cc1cccc(Cl)c1 | 1 | -1 | x | 10 | 12 | 11 | 0.9 | 0.9 | -3
CCCCNc1ccc(C(=O)Nc2cccc(C)n2)cc1[N+](=O)[O-] | 0.9 | -1.2 | x | 3 | -11 | -3 | 1 | 1.1 | 0
Cc1sc2c(c1C)C(=O)NC(c1cccc(O)c1)N2 (centres undefined) | 0.9 | x | 1.5 | -11 | 6 | -2 | 1 | 0.9 | -1
CCOc1ccccc1NC(=O)CSc1nc2c(c(=O)n1C)SC(C)C2 (centres undefined) | 1.2 | x | 1.1 | 7 | 61* | 16 | 0.8 | 0.4 | -3
Cc1nc2cc(-c3cccc(F)c3)nn2c(N2CCN(C(=O)c3ccco3)CC2)c1C | 0.8 | 0.61 | x | 14 | 4 | 7 | 0.9 | 1 | -3
